# MT1-MMP act inh – blockers of MT1-MMP proenzyme processing, primary screen, HT1080 RFP-PRO-GFP cells, GFP/RFP fluorescence. GFP/RFP ratio fluorescence, overnight; percent of plate control window, DMSO zero. GFP/RFP ratio change, % at 20 µM. 360,000 compounds, 0.061% hits. AID 651647, 2012;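 active means GFP/RFP ratio change of at least 30% with cell ATP level not reduced by more than half and red fluorescence within 50% of control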; further: strong numbers were not always called active
#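 Compound: 20 µM single dose, 1% DMSO / System: HT1080 RFP-PRO-GFP cells / Controls: DMSO and RFP-L50D-GFP cell wells / Read-out basis: GFP/RFP fluorescence ratio / Schedule: overnight compound exposure at 37 °C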
# NRP1-CendR mod – modulators of CendR peptide binding to NRP-1, primary screen, biochemical, fluorescence polarization, uHTS; Neuropilin-1 (Homo sapiens), O14786; FAM-RPARPAR peptide binding to NRP-1; inhibition, % at 25 µM; 360,000 compounds, 0.85% hits;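 active means inhibition or corrected inhibition above about 18%, plus a signal ratio from 0.5 to 1.5, limit read from the data, passing the limit was not always enough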; further: strong numbers were not always called active
# Target sequence (O14786 whole entry, looked up): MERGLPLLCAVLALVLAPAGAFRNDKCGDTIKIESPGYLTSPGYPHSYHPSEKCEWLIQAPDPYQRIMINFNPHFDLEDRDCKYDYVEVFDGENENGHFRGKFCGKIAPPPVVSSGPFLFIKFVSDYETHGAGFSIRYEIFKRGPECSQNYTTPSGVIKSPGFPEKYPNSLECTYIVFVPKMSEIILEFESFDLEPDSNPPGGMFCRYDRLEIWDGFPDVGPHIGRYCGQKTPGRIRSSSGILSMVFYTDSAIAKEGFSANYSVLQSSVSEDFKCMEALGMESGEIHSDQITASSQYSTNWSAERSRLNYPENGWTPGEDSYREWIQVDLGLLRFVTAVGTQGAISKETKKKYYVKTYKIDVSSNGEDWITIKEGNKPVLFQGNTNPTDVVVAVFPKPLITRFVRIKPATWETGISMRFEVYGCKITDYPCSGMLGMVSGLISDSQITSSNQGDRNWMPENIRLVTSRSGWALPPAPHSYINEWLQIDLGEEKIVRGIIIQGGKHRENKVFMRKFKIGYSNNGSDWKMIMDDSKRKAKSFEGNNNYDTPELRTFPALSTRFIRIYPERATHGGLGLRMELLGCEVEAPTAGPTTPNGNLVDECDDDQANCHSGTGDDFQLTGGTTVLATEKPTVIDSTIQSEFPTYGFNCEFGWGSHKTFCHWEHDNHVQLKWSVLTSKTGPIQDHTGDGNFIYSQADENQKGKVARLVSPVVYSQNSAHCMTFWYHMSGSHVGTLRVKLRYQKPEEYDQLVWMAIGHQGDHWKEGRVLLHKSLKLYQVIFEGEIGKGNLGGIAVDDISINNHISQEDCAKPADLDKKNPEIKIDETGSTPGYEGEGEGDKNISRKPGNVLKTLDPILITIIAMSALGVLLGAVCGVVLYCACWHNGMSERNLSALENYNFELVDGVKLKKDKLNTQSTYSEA
# NadD inh – inhibitors of S. aureus NadD, primary screen, biochemical, colorimetric, uHTS | Nicotinate-nucleotide adenylyltransferase NadD (Staphylococcus aureus N315) | purified NadD enzyme, colorimetric absorbance read-out | inhibition, % at 20 µM | 360,000 compounds, 0.78% hits; in the data active means inhibition above about 26%; further: some compounds past the cut are filed as inactive
# SUMO1-SIM PPI – modulators of SUMO1 protein-protein interactions, primary screen, biochemical, uHTS; inhibition, % at 20 µM; AID 602429, 2012; SUMO1 binding to a labelled peptide, TR-FRET, 1 h; 360,000 compounds, 0.33% hits; Small ubiquitin-related modifier 1 (Homo sapiens), P63165; in the data active means inhibition above about 37%
# Rpn11 inh – Rpn11 (PSMD14) deubiquitinase inhibitors, primary screen, biochemical, fluorescence polarization, uHTS | 26S proteasome non-ATPase regulatory subunit 14 (Homo sapiens), O00487 | human 26S proteasome, Ub4-pepOG fluorescence polarization; 20S core pre-blocked with epoxomicin | calls only at 20 µM | 360,000 compounds, 0.59% hits;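 active means inhibition at 20 µM, scaled to each plate's controls, above about 33%, limit read from the data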
# DNMT1 block – human DNMT1 methyltransferase inhibitors, primary screen, biochemical, molecular beacon, fluorescence, HinP1I cleavage, uHTS. DNA (cytosine-5)-methyltransferase 1 (Homo sapiens), P26358. 360,000 compounds, 0.83% hits. inhibition (reported as % activation of signal), % at 10 µM. AID 588458, 2011; in the data active means inhibition above about 50%
# LMPTP inh – LMPTP phosphatase inhibitors, primary screen, biochemical, fluorescence intensity, uHTS | Low molecular weight phosphotyrosine protein phosphatase (Homo sapiens), P24666 | recombinant LMPTP-A, OMFP fluorogenic substrate | inhibition, % at 20 µM | 360,000 compounds, 0.22% hits | AID 651560, 2012;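 active means compounds that cut the enzyme signal by at least half of the control window in the single-dose screen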;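 further: plate controls were DMSO wells with enzyme plus substrate for no effect and substrate without enzyme for full effect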
# Target sequence (P24666 whole entry, looked up): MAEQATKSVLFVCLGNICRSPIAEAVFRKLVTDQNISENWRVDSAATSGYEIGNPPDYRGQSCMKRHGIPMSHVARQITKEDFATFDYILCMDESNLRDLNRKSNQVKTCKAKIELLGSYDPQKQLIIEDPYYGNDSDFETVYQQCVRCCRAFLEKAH
#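 Assay system: LMPTP-A enzyme. Input: 0.625 nM LMPTP-A final. Probe or stimulus: 400 µM OMFP. Compound dosing: single 20 µM dose. Schedule: 50 min dark incubation at room temperature. Detection: fluorescence intensity of OMFP turnover product. Read-out: percent inhibition versus substrate-only and uninhibited controls. Benchmarks: no-enzyme low control, uninhibited high control.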
# SKN-1 block – suppressors of acrylamide-induced Pgst-4::GFP reporter in worms, primary screen, SKN-1 inhibitor project, whole organism, uHTS, GFP/RFP fluorescence ratio, strain VP596. C. elegans VP596 Pgst-4::GFP/RFP ratio, 24 h. inhibition, % at 21.8 µM. 360,000 compounds, 0.49% hits. AID 624304, 2012;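 active means interference check ratio from 0.5 to 1.5 plus GFP to RFP signal ratio inhibition reaching or exceeding a fixed threshold, cut at about 30% in these data, passing the limit was not always enough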; further: some compounds called inactive have numbers as strong as hits
# Scp1 inh – Scp-1 phosphatase inhibitors, primary screen, biochemical, colorimetric, uHTS; 340,000 compounds, 0.88% hits; Recombinant Scp1, phosphopeptide, malachite green phosphate absorbance; inhibition, % at 20 µM; AID 493091, 2011;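 active means inhibition above about 50% at 20 µM, limit read from the data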;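 further: plate controls were DMSO wells with enzyme for no effect and wells lacking enzyme for full effect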
#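 Material – SCP-1 phosphatase catalytic domain, residues 76-261 · Buffer or medium – Acidic Tris acetate buffer with magnesium and detergent · Also added – Phospho 17-mer peptide substrate · Compound – single 20 µM dose, 1% DMSO · Times – 45 min room-temperature reaction, 5 min colour, 30 min stabiliser · Technique – Phosphate-binding colour reagent, absorbance read at 630 nm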
# STEP inh – STEP phosphatase inhibitors, primary screen, biochemical, fluorescence intensity, uHTS; Tyrosine-protein phosphatase non-receptor type 5 (Homo sapiens), P54829; recombinant STEP, OMFP fluorogenic substrate; inhibition, % at 20 µM; 360,000 compounds, 0.25% hits; AID 588621, 2011;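 active means inhibition at 20 µM, scaled per plate between control wells, above about 37%, limit read from the data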;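 further: 0% = DMSO with enzyme and substrate and 100% = substrate only without enzyme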
#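 Assay system: isolated STEP enzyme. Buffer or medium: pH 6.0 Bis-Tris with DTT and Tween 20. Also added: fluorogenic phosphatase substrate OMFP at 25 µM final. Dosing: 20 µM, 1% DMSO. Timing: 20 min reaction, room temperature, in the dark. Measured by: fluorescence intensity, excitation 480 nm, emission 540 nm. Evaluation: normalized % inhibition.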
# * = called active by the depositor; i = inactive; . = not tested or not shown.
SMILES,MT1-MMP act inh,NRP1-CendR mod,NadD inh,SUMO1-SIM PPI,Rpn11 inh,DNMT1 block,LMPTP inh,SKN-1 block,Scp1 inh,STEP inh
Cc1cccc(C)c1NC(=O)CSc1nc2[nH]c(=O)cc(O)c2s1,-3.9,-4.1,-3.4,1.6,i,4.0,-1.1,9.5,-3.9,-2.4
COc1ccccc1-c1nc(-c2cccc(C)c2)no1,-4.0,-11.4,-4.9,2.5,i,-3.8,2.6,-6.8,-16.0,-2.7
O=C(NCc1ccco1)/C(=C\C=C\c1ccccc1)NC(=O)c1ccco1,2.1,-14.7,1.6,-16.5,i,-3.1,-0.3,2.6,-9.0,1.9
COc1cc(-c2nc3cnccn3c2Nc2ccc3c(c2)OCCO3)ccc1O,6.3,2.5,9.7,-13.5,i,-1.8,-0.6,11.3,-2.2,-1.2
Cc1nc(S(=O)(=O)Nc2ccc3c(c2)OCCO3)cn1C,0.9,8.1,-1.4,0.8,i,-1.6,-0.3,7.6,-6.9,1.0
O=C(N/N=C\c1ccco1)Nc1cccc(Cl)c1,3.3,5.4,2.9,-4.8,i,-1.2,0.1,0.5,-3.2,-3.1
O=C(CN1C(=O)c2ccccc2C1=O)Nc1sc2c(c1C(=O)NCC1CCCO1)CCC2 (stereo not drawn),4.0,-6.6,3.6,-1.3,i,-4.7,1.7,-1.7,-4.1,1.6
Cc1ccc(-n2c(SCC(=O)N3CC(=O)Nc4ccccc43)nc3ccccc3c2=O)cc1,-4.9,7.3,18.6,-3.4,i,-6.9,0.4,4.3,-1.4,0.4
Cn1cccc1/C=N/NC(=O)CNc1ccc2ccccc2c1,4.1,3.4,2.4,-11.6,i,-14.2,1.2,6.3,-20.5,-1.7
COc1ccccc1N1CCN(C(=O)CCCC2=NS(=O)(=O)c3ccccc3N2)CC1,9.3,-8.4,-0.5,1.3,i,-3.5,-1.1,-10.8,-12.2,-4.1
CN(C)CCNc1ccc(-c2n[nH]c(=O)c3ccccc23)cc1[N+](=O)[O-],0.3,17.1,-2.7,-39.5,i,-3.0,1.4,8.2,1.4,0.9
CNC(=O)C(=O)NCC1OCCCN1S(=O)(=O)c1cccs1 (stereo not drawn),-0.7,20.9,-2.7,3.9,i,-1.5,-2.2,6.5,-2.3,1.6
COc1ccc(-n2nc(C(=O)NCC(=O)NCCCN3CCOCC3)c3ccccc3c2=O)cc1OC,-1.7,13.1,-5.0,-16.9,i,1.0,-1.4,5.7,-7.5,-1.6
Cc1nc(SC(C)C)[nH]c(=O)c1Cc1ccccc1,-7.2,-17.8,-1.8,3.5,i,2.8,-1.4,-11.2,-6.0,1.4
CCn1cc(C(=O)NCCCOC)c(=O)c2cc(S(=O)(=O)N(C)C3CCCCC3)ccc21,-0.2,-2.1,1.9,3.9,i,2.7,-0.4,5.0,-4.2,3.2

# Reprinted from the part before: four compounds; new compounds follow.
SMILES,MT1-MMP act inh,NRP1-CendR mod,NadD inh,SUMO1-SIM PPI,Rpn11 inh,DNMT1 block,LMPTP inh,SKN-1 block,Scp1 inh,STEP inh
CNC(=O)C(=O)NCC1OCCCN1S(=O)(=O)c1cccs1 (stereo not drawn),-0.7,20.9,-2.7,3.9,i,-1.5,-2.2,6.5,-2.3,1.6
COc1ccc(-n2nc(C(=O)NCC(=O)NCCCN3CCOCC3)c3ccccc3c2=O)cc1OC,-1.7,13.1,-5.0,-16.9,i,1.0,-1.4,5.7,-7.5,-1.6
Cc1nc(SC(C)C)[nH]c(=O)c1Cc1ccccc1,-7.2,-17.8,-1.8,3.5,i,2.8,-1.4,-11.2,-6.0,1.4
CCn1cc(C(=O)NCCCOC)c(=O)c2cc(S(=O)(=O)N(C)C3CCCCC3)ccc21,-0.2,-2.1,1.9,3.9,i,2.7,-0.4,5.0,-4.2,3.2
Clc1ccc(Nc2nc(-c3cccs3)cs2)nc1,-15.4,-17.5,2.9,-1.2,i,-22.4,2.4,84.2*,-10.9,11.2
COCCNC(=O)COC(=O)c1[nH]c(C)c(C(C)=O)c1C,3.3,6.0,-4.2,-0.2,i,0.1,-0.7,-10.0,-7.6,1.4
CN(C(=O)c1ccc2c(=O)n3c(nc2c1)CCCCC3)c1ccccc1Cl,1.4,-21.5,-3.8,-1.8,i,1.4,-1.6,-6.5,-12.3,-0.6
CCc1ccc(OCC(=O)N/N=C(\C)c2ccc(O)cc2O)cc1,-7.3,-9.0,-9.0,9.8,i,4.0,-0.8,-12.0,-3.9,-1.0
COc1ccc2nccc(/C=C/c3ccnc4ccc(OC)cc34)c2c1,8.5,-19.8,15.1,-15.7,i,-6.4,11.8,-15.9,7.4,4.7
CC(=O)NC(=S)Nc1cccc(S(=O)(=O)NC2=NCCC2)c1,-7.9,-4.4,-1.6,-0.4,i,3.4,-0.6,5.7,1.4,1.0
Cc1cc(NS(=O)(=O)c2ccc(NC(=O)c3ccccc3C)cc2)no1,-2.0,4.1,-1.7,0.9,i,1.2,-1.0,14.8,-5.5,-0.1
CCCCn1c(N)c(N(CCOC)C(=O)C2CCN(C(=O)c3ccccc3C)CC2)c(=O)[nH]c1=O,4.9,13.1,-1.1,4.9,i,2.0,-1.6,12.0,-4.9,4.0
COC(=O)[C@@H]1CCCN1Cc1c(C(=O)N2CCCCC2)nc2c(C)cccn12,-1.9,8.4,1.6,2.1,i,-2.0,0.3,7.7,-3.4,-2.1
COc1ccc(-c2nc(CS(=O)CC(=O)NCCCN3CCCC3)c(C)o2)cc1OC (stereo not drawn),-5.7,11.5,3.1,0.6,i,-1.9,1.2,4.6,-5.2,-1.2
COCc1c(Br)c(C)nc(OCC(=O)N/N=C/c2ccc(C)o2)c1C#N,0.0,10.2,-5.7,-9.2,i,11.9,0.5,-5.3,-3.0,-0.6
COCCNc1nc(Oc2ccccc2)c2sccc2n1,-3.2,0.1,-5.9,1.9,i,1.9,1.4,-1.6,.,0.6
CC1(C)CC(=O)C2=C(C1)c1c(ccc3ccccc13)NC2c1ccc(Br)o1 (stereo not drawn),-41.4,-21.3,37.2*,-9.4,i,-4.1,3.1,-7.6,-2.3,-2.0
COC(=O)[C@@]12C[C@@H](CC(=O)N3CCC(c4ccccc4)CC3)C(=O)N(Cc3ccc4c(c3)OCO4)C1=CCC(C)(C)C2,-5.6,1.2,.,-0.5,.,.,8.9,9.1,.,.
O=C(Cn1nc(C(F)(F)F)c2c1CCC2)N1CCN(c2ccccc2)CC1,-2.2,-0.8,8.3,3.2,i,-0.3,-2.3,-1.5,-9.2,2.7
CC(NCC(c1ccco1)N1CCCCC1)C(=O)NC1CCCC1 (stereo not drawn),2.4,-37.4,-2.4,-3.4,i,-2.0,0.3,3.4,-9.1,11.4
CC1(NS(=O)(=O)c2ccc(Cl)s2)CCS(=O)(=O)C1 (stereo not drawn),-0.5,8.4,4.2,-2.1,i,2.8,-0.6,5.7,-2.7,2.1
CC(=O)N1c2ccccc2S(=O)(=O)c2ccccc21,-0.8,-7.1,1.2,3.0,i,7.7,0.1,11.0,-3.5,-1.0
C[C@@H]1CCCCO[C@@H](CN(C)CC2CCCCC2)[C@@H](C)CN([C@H](C)CO)C(=O)c2cc(NS(=O)(=O)c3ccc(Cl)cc3)ccc2O1,-0.4,-11.3,5.7,1.8,i,-7.2,-1.5,5.8,.,3.8
COC(=O)CN1C(=O)[C@H]2[C@@H](c3ccc(C)o3)N3C(=O)CN(CCO)C(=O)[C@@]3(C)[C@H]2C1=O,-1.7,-0.8,-3.0,10.3,i,103.3*,-1.0,1.0,-0.2,-2.0
COCCNC(=O)C(c1ccc(C)cc1)N(C(=O)CCC(=O)Nc1ccccn1)c1ccccc1C (stereo not drawn),-6.7,12.1,-6.0,1.9,i,4.2,-1.5,4.1,-9.7,-7.8
Cn1c(=O)c(C(=O)Nc2ncccn2)c(O)c2ccccc21,4.6,13.8,-4.2,3.9,i,0.7,-1.9,11.1,-14.5,-2.6
COC(=O)CCC(=O)OC1(C)C(=O)C=C2C=C(C3CC3)N(CC3CC3)C=C2C1=O (stereo not drawn),0.8,15.2,0.2,-7.3,i,-13.7,0.6,13.0,-7.7,-1.1
CCc1nnc(/N=C/c2c(O)n(-c3ccc(Cl)cn3)c(=O)c3ccccc23)s1,-5.9,-21.5,0.4,-3.9,i,3.8,-1.0,-14.7,-2.5,-3.3
COCCN(Cc1cc2cccc(C)c2n2nnnc12)C(=O)C(F)(F)F,-3.3,0.8,-13.3,4.6,i,2.5,0.2,-14.5,-0.3,-0.1
CC(C)(C)OC(=O)NCCOC(=O)c1[nH]cnc1C(=O)NCc1ccccc1,7.9,-6.3,4.4,-2.5,i,3.2,-1.0,4.7,-4.9,-1.3
O=C(CCCCC(=O)Nc1ccc(F)cc1)Nc1ccc(F)cc1,3.2,6.3,-2.7,0.7,i,3.0,-0.5,5.8,-5.1,-1.7
CCOC(=O)c1cc(S(=O)(=O)NC2CCN(C(=O)OCC)CC2)cn1C,-0.5,6.7,-0.7,-0.4,i,1.3,-1.5,13.9,2.6,-1.0
Cc1ccc(O)c(Sc2cc(C)ccc2O)c1,11.2,-12.3,-2.2,13.8,i,-16.3,1.3,-2.3,-8.5,1.4
COc1ccc(CNCCC(c2ccccc2)c2ccc(OC(C)C)cc2)cc1OC (stereo not drawn),-3.3,5.3,-2.9,-13.3,i,2.0,-0.1,0.2,3.6,0.8
CCN(CCN(C)C)C(=O)Cn1ncc2c1-c1cc(C)ccc1OC2,-0.9,2.3,0.4,6.6,i,1.0,0.1,7.6,-8.0,0.8
O=C1NC(=O)C2(CCCC2c2ccccc2)N1 (stereo not drawn),-0.5,-1.9,0.3,-3.2,i,-2.6,-1.0,22.5,2.6,-2.4
